IkB signaling = IkB pathway inhibition in ABC-DLBCL cells. AID 445. Potency, µM (titrated, usually from 57.1 µM), inactives show top-dose IkBa stabilization activation. 0.04% of 110,000 active. ABC-DLBCL IkBa-CBG/CBR dual luciferase ratio, 4 h; response scale: scaled: untreated 0%, proteasome inhibitor 100%; active = well fitted curve in the direction sought with a large enough effect in the signal ratio, not every such curve was filed as active; inconclusive = small, poorly fitted or top-dose-only effect, or a change in a side signal; the % refers to the signal ratio;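 note: the direction sought is a rising ratio; 0% = basal untreated cells and 100% = reference inhibitor full response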
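Luminescence ratio of IκBα-fused green versus native red beetle luciferase in OCI-Ly3 cells, 4 h post-doxycycline with compound; red signal alone, scaled from basal (0%) to zero light (-100%), flagged nonspecific or cytotoxic effects.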
p53ts 32C tox = cytotoxicity in p53ts cells at permissive temperature. Potency, µM (titrated, usually from 46.1 µM), for the others: at the top dose activity change, negative = cytotoxicity, hits mostly cytotoxic. H1299-p53A138V at 32C, ATP luminescence viability, 24 h. 0.93% of 130,000 active;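 note: 0% = DMSO and -100% = full killing by reference compound; nearly all actives have a fitted effect of over 55% in size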
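Viability by ATPlite luminescence after 24 h compound treatment (up to 46 uM) at the permissive 32C. Cells are H1299 carrying p53 A138V. Scale runs from DMSO basal to 100 uM tamoxifen as full kill; AC50 from Hill fits.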
Imprint erasure = induces erasure of genomic imprints in mouse ES cells; mouse ES Peg3-LacZ reporter, beta-gal luminescence, 40 h; Potency, µM (top dose mostly 60.7 µM), for inactives: top-dose activity change, positive = activation, most hits filed as activators; 0.02% of 110,000 active;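 note: 0% = negative control wells on the plate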
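Readout: BetaGlo luminescence (5 min, room temp) for LacZ from the normally silent maternal Peg3 allele in female Peg3LacZ-Neo ES cells. Cells 300/well, 40 h, 37C, 5% CO2. Data normalized per plate to negative controls.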
p53ts 39C kill = kills p53ts cells at the nonpermissive temperature | H1299-p53A138V viability at 39C, ATP luminescence, 24 h | Potency, µM (highest dose often 46.1 µM), inactives show at the highest dose activity change, negative = cell killing, hits mostly cytotoxic | 1.5% of 130,000 active | AID 902; note: nearly all actives have a fitted effect of over 55% in size
* = called active by the depositor; u = inconclusive; x = not tested or not shown; & = joins results of further samples; [ ] = dose if it differs, or a comment. Unless noted, calls come from the whole dose curve; as a rule, active = well fitted curve in the direction sought with a large enough effect; inconclusive = small, poorly fitted or top-dose-only effect, or another doubt; inactive = no such curve, though single readings can be large; an effect the other way counts as inactive or inconclusive. Unless noted, % is set by controls: 0 for no effect and ±100 for the full control effect; potency is the fitted concentration of half-maximal effect.

SMILES	IkB signaling	p53ts 32C tox	Imprint erasure	p53ts 39C kill
CCCN(CCC)CCCNC(=O)C1CCC(CNS(=O)(=O)c2cccc3nsnc23)CC1 (configuration not stated)	u	0%	-5%[10.9 µM]	-23%
COc1ccccc1N1CCN(C(=O)c2ccc(Nc3nc4ccccc4n4nnnc34)cc2)CC1	u	4%	-11%[10.9 µM]	-18%
O=C(OCc1nc2ccccc2s1)C1CCN(C2=NS(=O)(=O)c3ccccc32)CC1	u	-6%	-13%	-17%
CCOC(=O)c1ccc(NC(=O)CSc2nc(-c3ccc(OC)cc3)cc(C(F)(F)F)c2C#N)cc1	6.5%	10%	-1%[10.9 µM]	5%
CCCCCCN(C(=O)CCCCCN1C(=O)NC(c2ccc3ccccc3c2)C(C(=O)OCc2ccccc2)=C1C)C(C(=O)NCCCC)c1ccc(OCC(=O)OC)c(C(=O)OC)c1 (configuration not stated)	x	11%	-13%	10%
CCCCOc1ccc(NC(=O)Cn2c(=O)ccc3c(C)cc(C)nc32)cc1	-0.1%	-19%	-8%	-23%
CCC(=O)N1CCc2cc(S(=O)(=O)NC(Cc3ccccc3)C(=O)Nc3ccccc3C)ccc21 (configuration not stated)	-1.3%	6%	15%[10.9 µM]	6%
CCn1c(SCC(=O)Nc2ccc3c(c2)OCO3)nnc1-c1ccccc1O	-2.5%	12%	-10%	4%
CCCOc1ccc(-c2nc3ccc(Br)cc3c(=O)o2)cc1	-6.0%	-15%	-8%[10.9 µM]	10%
COc1ccc(CNC(=O)c2oc3c(c2C)-c2nn(Cc4ccccc4Cl)cc2CC3)cc1	1.1%	15%	-8%[10.9 µM]	-14%
COc1ccc(Cl)cc1N(C)C(=O)c1cc2c(=O)oc3ccc(C)cc3c2s1	-2.4%	14%	-8%[10.9 µM]	-15%
COc1ccc(-n2nc(C(=O)N3CCCC(C)C3)c3c4ccccc4n(C)c3c2=O)cc1 (configuration not stated)	-1.3%	7%	-9%[10.9 µM]	-4%
Cc1cccc(Cn2c(=O)n(CCCCC(=O)NCc3ccc4c(c3)OCO4)c(=O)c3ccccc32)c1	u	-2%	-4%[10.9 µM]	0%
O=C(Nc1nnc(COc2ccc(Cl)cc2)s1)c1cccs1	-1.7%	2%	1%	19%
O=C(CSc1nnc(-c2ccc(Cl)cc2)n1Cc1ccco1)c1cccs1	3.0%	-1%	-14%	-12%
Cc1ccc(C)c(N2CCN(C(=O)CN3C(=O)COc4ccc(S(=O)(=O)N5CCC(C)CC5)cc43)CC2)c1	u	3%	-12%[10.9 µM]	-14%
Cn1c(=O)c2[nH]c(-c3ccc(S(=O)(=O)O)cc3)nc2n(C)c1=O	10%	-14%	-14%	12%
CCCCN(C)c1nc(-c2ccco2)c2c(c1C#N)CC(C)(C)OC2	u	12%	-16%	0%
COc1cccc(OCc2nc3ccccc3n2Cc2ccccc2)c1	3.1%	-4%	9%[10.9 µM]	-26%
CC(=O)c1ccc(N2CCN(C(=O)COc3ccc(F)cc3)CC2)c(F)c1	u	11%	-20%	-3%
CC1CCCN(Cc2nc3c(c(=O)n(C)c(=O)n3C)n2CC(N)=O)C1 (configuration not stated)	0.3%	3%	10%	8%
COc1ccc2c(CNCc3cccs3)c(C(=O)O)n(Cc3ccccc3C)c2c1	u	4%	-15%[10.9 µM]	-11%
COc1ccc(CNC(=O)c2ccc3c(c2)CCN3S(=O)(=O)c2ccc(Cl)cc2)cc1	u	12%	-14%[10.9 µM]	-21%
COC(=O)c1nnn(-c2nonc2N)c1CSc1nc2ccccc2s1	u	16%	-19%	6%
Cc1cccc2cc(CN(Cc3ccco3)C(c3nnnn3CCc3ccccc3)C(C)C)c(=O)[nH]c12 (configuration not stated)	u	17%	-17%	11%

Additional results follow:
SMILES	IkB signaling	p53ts 32C tox	Imprint erasure	p53ts 39C kill
COc1cccc(NC2C=CS(=O)(=O)C2)c1 (configuration not stated)	x	8%	x	23%
O=C(Cn1ncn2c(cc3ccccc32)c1=O)NCc1ccco1	u	-2%	-40%[inhibitor]	-2%
Cc1nc2sccn2c(=O)c1CCN1CCC(=C(c2ccc(F)cc2)c2ccc(F)cc2)CC1	u	u	-36%&-38%[inhibitor]	u
CCCN1C(=O)c2[nH]nc(-c3ccc(F)cc3)c2C1c1ccc(O)c(OCC)c1 (configuration not stated)	u	3%	7%[10.9 µM]	-25%
c1coc(-c2nnc(NC3=NCCC3)o2)c1	0.4%	u	-70%[inhibitor]	u
CCC(=O)N1CCc2cc(S(=O)(=O)CCC(=O)N3CCN(c4cccc(C)c4)C(C)C3)ccc21 (configuration not stated)	u	-1%	-12%[10.9 µM]	15%
CN=C(Nc1cc(C)nn1CCC#N)c1ccccc1F	-1.4%	3%	-8%	-2%
O=C1CN(C(=O)c2ccc(S(=O)(=O)N3CCCC3)cc2)C(c2ccccc2)c2cc(Br)ccc2N1 (configuration not stated)	-1.6%	4%	-3%[10.9 µM]	-7%
Cc1nc2scc(-c3cccs3)c2c(=O)n1-n1cccc1	-5.4%	-2%	-18%	-1%
Oc1c(/C=N/c2ncn[nH]2)ccc2ccccc12	3.4%	3%	-10%	-16%
CNC(=O)CSc1nnc(-c2ccncc2)n1Cc1ccccc1	0.9%	-7%	-3%	-1%
O=C(CCN1C(=O)C2C3C=CC(C3)C2C1=O)N1CC(=O)N(CCc2ccccc2)C(=O)C1 (configuration not stated)	-0.1%	-5%	13%	-2%
COc1ccccc1NC(=O)CN1CCN(c2ccccc2F)CC1	2.9%	-5%	-9%	3%
Cc1ccccc1-c1nc(CS(=O)(=O)CC(=O)N2CCc3ccccc32)c(C)o1	1.9%	9%	-6%	40%[activator]
COCCCNC(=O)c1[nH]c2cc(OC)ccc2c1Sc1ccc(C)cc1	2.5%	-15%	-22%[10.9 µM]	u
CCOC(=O)N1CCC(Nc2cccc(SC)c2)CC1	u	5%	-21%	4%
Cc1ccc2nc(NC3=NCN(CCc4ccccc4)CN3)nc(C)c2c1	3.3%	-5%	-14%	-1%
CCN(CC(=O)Nc1ccc2c(c1)OCCO2)C(=O)C1CCCCC1	-0.8%	-3%	-4%	-3%
O=C(c1cnn2c1NC(c1ccco1)CC2C(F)(F)F)N1CCN(c2cccc(Cl)c2)CC1 (configuration not stated)	u	19%	-21%	7%
Cc1ccc(CCNC(=O)c2ccc(CSCc3ccccc3C)o2)cc1	1.9%	10%	-11%[10.9 µM]	-16%
COc1ccc(C(=O)N(CC(=O)NC(C)(C)C)c2ccc3c(c2)OCCO3)cc1OC	0.9%	-7%	-3%	7%
COc1ccc(C2(CNC(=O)CCC(=O)O)CCCC2)cc1	-5.0%	12%	-7%	12%
CCOC(=O)c1sc(NC(=O)c2nc3ncccn3n2)c(C(=O)OC(C)C)c1C	3.1%	2%	15%[10.9 µM]	12%
COc1cc(NC(=O)c2nn(-c3ccc(F)cc3)c(=O)n(C)c2=O)cc(OC)c1OC	2.5%	0%	-11%[10.9 µM]	-26%
COc1ccc(CNc2ncnc3onc(C)c23)cc1	0.1%	-1%	-10%[10.9 µM]	-1%

(list continues)
SMILES	IkB signaling	p53ts 32C tox	Imprint erasure	p53ts 39C kill
CCn1c(=O)c(C(=O)Nc2cc(OC)c(OC)c(OC)c2)nc2ccccc21	-6.1%	2%	-3%[10.9 µM]	-16%
N#CC1(c2nc3ccccc3[nH]2)CC1c1ccc2c(c1)OCO2 (configuration not stated)	0.4%	5%	-7%	-5%
COc1ccc(-c2cc(C)no2)cc1S(=O)(=O)N1CC(C)Oc2ccccc21 (configuration not stated)	-0.2%	2%	-11%[10.9 µM]	-27%
CCC1CCCCN1C(=O)Cn1c(=O)n(CC2CCC(C(=O)NC)CC2)c(=O)c2sccc21 (configuration not stated)	-0.2%	-3%	-6%[10.9 µM]	12%
Cc1ccccc1Cn1c(SCc2ccc(C(=O)NC(C)c3ccccc3)cc2)nc2ccncc21 (configuration not stated)	u	4%	-14%[10.9 µM]	-10%
Cc1nn(CC(=O)O)c2ccccc12	0.9%	0%	-19%	-6%
CCN1CCN(C(=O)c2ccc3c(c2)N(Cc2cc(C)ccc2C)C(=O)c2ccccc2S3=O)CC1 (configuration not stated)	u	6%	12%[10.9 µM]	-10%
COCCN(CCOC)S(=O)(=O)c1ccc(C(=O)Nc2nnc(C3CC3)o2)cc1	-0.9%	-7%	-2%	-5%
CSc1nn(Cc2cccc(F)c2)c(N(C(C)=O)C(C)=O)c1S(=O)(=O)c1ccccc1	8.1%	-3%	12%[10.9 µM]	-14%
CCOc1ccc(NC2C=CS(=O)(=O)C2)cc1 (configuration not stated)	x	-4%	x	-4%
COc1cccc(CNC(=O)c2ccc3c(c2)nnn3C2CCCC2)c1	u	-7%	-9%[10.9 µM]	-15%
COc1ccc(C=NCCC2(O)CC(C)N(C)CC2C)cc1 (configuration not stated)	x	-1%	x	5%
CC(CCc1ccccc1)NC(=O)C1CCCN(c2nnc(-n3cccc3)s2)C1 (configuration not stated)	u	5%	-20%	3%
c1cc(-c2nnc(-c3ccncc3)o2)ccn1	-3.3%	32%[activator]	-22%	7%
Cc1c(/C=N/NC(=O)CNc2ccccc2)c2ccccn2c1C(=O)c1ccncc1	x	u	x	0%
COc1ccc(S(=O)(=O)Cc2ccc(C(=O)NCCc3ccc(S(N)(=O)=O)cc3)o2)cc1	-0.8%	4%	-11%	2%
COc1cccc(Nc2ncc3nc(-c4ccc(Cl)cc4)c(=O)n(C4CC4)c3n2)c1	-0.8%[11.4 µM]	0%	-8%	-7%
Cc1cc2ncn(C(=O)N3CCC(C)CC3)c2cc1C	x	3%	x	3%
Cc1ccc(CC(=O)N(Cc2nc(-c3ccc(C)cc3)no2)C(C)C)cc1	u	-1%	-16%[10.9 µM]	-17%
Fc1ccc(CNc2ncnc3onc(-c4ccc(F)cc4)c23)cc1	u	7%	6%[10.9 µM]	25%
N#Cc1cc(Sc2ccccn2)c(Sc2ccccn2)cc1C#N	1.2%	0%	-8%	3%
COC(=O)c1ccc(NC(=O)CCc2c(C)nn(-c3ccc(N4CCCC4)nn3)c2C)cc1	1.1%	-8%	-21%[10.9 µM]	-17%
CC(C)(C)NC(=O)Cn1c(=O)oc2cc(S(=O)(=O)N3CCc4ccccc43)ccc21	2.0%	-2%	-15%	4%
CN1CCN(c2nc3ccccc3nc2C(C#N)C(=O)OC2CCCCC2)CC1 (configuration not stated)	-1.6%	-4%	-11%	5%
O=C(CSc1nnc(-c2ccncc2)n1Cc1ccco1)c1ccc(Cl)cc1	13%	-2%	-27%	2%

Grouped by structure, the compounds so far containing a CF3 group
SMILES	IkB signaling	p53ts 32C tox	Imprint erasure	p53ts 39C kill
CCOC(=O)c1ccc(NC(=O)CSc2nc(-c3ccc(OC)cc3)cc(C(F)(F)F)c2C#N)cc1	6.5%	10%	-1%[10.9 µM]	5%
O=C(c1cnn2c1NC(c1ccco1)CC2C(F)(F)F)N1CCN(c2cccc(Cl)c2)CC1 (configuration not stated)	u	19%	-21%	7%

More entries follow.
SMILES	IkB signaling	p53ts 32C tox	Imprint erasure	p53ts 39C kill
CSC1=NCCN1C(=O)c1c(-c2ccccc2Cl)noc1C	-1.2%	8%	-1%	4%
COCCNC(=O)Cn1cc2c(n1)CCC(C)C2 (configuration not stated)	0.5%	1%	-6%	-4%
COc1ccc(Br)cc1CNC(=O)C1CCN(S(=O)(=O)N2CCCCC2)CC1	0.0%	2%	-13%	7%
Cn1c(-c2ccc(F)cc2)cnc1SCC(=O)N1CCCCC1	-0.9%	-15%	-30%	-18%
C=CCN(CC=C)S(=O)(=O)c1ccc2nsnc2c1	0.4%	6%	8%	4%
COC(=O)c1cc2oc3ccccc3c2n1Cc1cc(C)ccc1C	-3.3%	5%	-9%[10.9 µM]	-17%

Record cards, from the list above. Order of screens: IkB signaling, p53ts 32C tox, Imprint erasure, p53ts 39C kill
CSC1=NCCN1C(=O)c1c(-c2ccccc2Cl)noc1C is entered as -1.2%, 8%, -1%, 4%
Cn1c(-c2ccc(F)cc2)cnc1SCC(=O)N1CCCCC1 is entered as -0.9%, -15%, -30%, -18%
